Assay outcomes deposited in PubChem by several laboratories.
CRFR2-BP ag – agonists of human CRF-binding protein/CRF-R2 receptor complex | HEK293 CRF-R2/CRF-BP, calcium dye fluorescence (FLIPR); percent of saturating CRF peptide response | activation, % at 13.2 µM | hit rate 0.46% among 350,000 | AID 588473;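 active = activation of at least 50%, plus an integration ratio under a set limit after plate pattern correction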;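 also: plate controls were neutral control wells without compound for no effect and CRF at EC100 for full effect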
CHRM5 agonist – CHRM5 agonism in calcium assay; activation, % at 3 µM; CHO-K1 hM5 cells, Fluo-8 calcium fluorescence; 0% DMSO wells, 100% maximal acetylcholine response; P08912; hit rate 0.19% among 360,000; AID 624037;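 active = activation above the run's mean over test compounds plus 3 SD, cut at about 23% in these data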;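 also: signal is peak over basal fluorescence ratio across the kinetic read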
CHRM5 antagonist – CHRM5 antagonism in calcium assay. P08912. CHO-hM5 cells, Fluo-8 calcium fluorescence, ACh EC80. inhibition, % at 3 µM. hit rate 0.59% among 360,000. AID 624040;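 active = inhibition above a per-plate cutoff, the mean of that plate's test compounds plus 3 SD, cut at about 27% in these data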;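 also: 0% = acetylcholine EC80 with DMSO and 100% = DMSO without agonist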
CRFBP-R2 block – antagonists of CRF-binding protein/CRF-R2 receptor complex | HEK293 CRF-R2/CRF-BP, CRF-induced calcium fluorescence | inhibition, % at 11.8 µM | hit rate 0.59% among 350,000 | AID 588475;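 active = inhibition of the ligand-induced calcium signal above about 50% at the single tested concentration, limit read from the data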
M4 ag – CHRM4 agonism in calcium assay. P08173. CHO-K1 hM4/Gqi5, Fluo-8 calcium fluorescence; vehicle 0%, full acetylcholine response 100%. activation, % at 3 µM. hit rate 0.14% among 360,000;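 active = activation above the run mean over all test wells plus 3 SD, cut at about 32% in these data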;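 also: peak over basal fluorescence ratio per well then scaled between controls; 0% = DMSO wells and 100% = acetylcholine at EC100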
M4 antag – antagonists of human muscarinic M4 receptor (CHRM4) | P08173 | CHO-hM4 cells, ACh EC80, Fluo-8 calcium fluorescence | inhibition, % at 3 µM | hit rate 0.73% among 360,000 | AID 624125;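 active = inhibition above its plate's cutoff, the mean inhibition of sample wells plus 3 SD, cut at about 27% in these data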;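 also: 0% = acetylcholine EC80 with DMSO and 100% = DMSO without agonist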
M4 PAM – potentiates acetylcholine response at human M4 receptor; P08173; CHO-K1 hM4/Gqi5, Fluo-8 calcium fluorescence, ACh EC20; 0% = ACh EC20, 100% = maximal ACh; activation, % at 3 µM; hit rate 0.4% among 360,000; AID 624126;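 active = activation above its plate's cutoff, the mean activation of sample wells plus 3 SD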; also: some results filed as inactive read as strong as hits
IDE cell inh – cellular human IDE inhibition. inhibition, % at 5.59 µM. P14735. HEK cells, FAbetaB cleavage, fluorescence polarization. hit rate 0.41% among 320,000;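 active = percent inhibition above the average of all tested compounds plus 3 SD, set per screening campaign, cut at about 16% in these data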;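 also: IDE supplied by intact live HEK cells; FP after avidin binding of uncleaved biotin substrate so inhibition keeps polarization high; 0% = DMSO wells and 100% = 60 µM reference IDE inhibitor Ii1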
Target sequence (P14735 whole entry, looked up): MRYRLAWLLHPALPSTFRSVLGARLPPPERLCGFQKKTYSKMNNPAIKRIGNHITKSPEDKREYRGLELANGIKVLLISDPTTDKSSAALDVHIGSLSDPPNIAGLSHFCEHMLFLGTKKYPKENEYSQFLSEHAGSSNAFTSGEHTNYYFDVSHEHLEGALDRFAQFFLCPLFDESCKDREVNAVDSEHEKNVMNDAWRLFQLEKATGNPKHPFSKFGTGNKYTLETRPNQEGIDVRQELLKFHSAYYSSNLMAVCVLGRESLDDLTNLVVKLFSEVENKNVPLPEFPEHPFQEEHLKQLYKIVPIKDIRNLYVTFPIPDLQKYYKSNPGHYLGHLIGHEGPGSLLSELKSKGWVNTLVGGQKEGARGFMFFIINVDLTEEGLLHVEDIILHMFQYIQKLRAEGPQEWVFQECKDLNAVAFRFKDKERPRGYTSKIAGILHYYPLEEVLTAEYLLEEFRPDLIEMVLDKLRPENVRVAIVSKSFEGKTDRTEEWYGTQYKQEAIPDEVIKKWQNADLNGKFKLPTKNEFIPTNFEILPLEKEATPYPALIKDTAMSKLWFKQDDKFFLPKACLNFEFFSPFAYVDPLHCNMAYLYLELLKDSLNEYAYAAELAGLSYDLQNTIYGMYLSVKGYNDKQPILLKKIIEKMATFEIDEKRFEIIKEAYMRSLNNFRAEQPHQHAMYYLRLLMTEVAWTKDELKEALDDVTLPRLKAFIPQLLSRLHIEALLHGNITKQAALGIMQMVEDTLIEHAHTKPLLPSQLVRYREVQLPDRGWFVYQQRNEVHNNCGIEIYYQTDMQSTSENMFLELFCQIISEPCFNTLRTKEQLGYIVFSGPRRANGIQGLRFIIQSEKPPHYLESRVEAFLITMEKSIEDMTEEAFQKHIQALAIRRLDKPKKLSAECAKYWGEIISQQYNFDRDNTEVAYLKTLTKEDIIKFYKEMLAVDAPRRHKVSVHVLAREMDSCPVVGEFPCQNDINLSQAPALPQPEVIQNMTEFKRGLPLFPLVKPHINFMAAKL
M5 PAM – potentiates acetylcholine response at human M5 receptor. P08912. CHO-K1 hM5, Fluo-8 calcium, ACh EC20 PAM; 0% = ACh EC20, 100% = ACh EC100. activation, % at 3 µM. hit rate 0.3% among 360,000;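 active = activation above the run cutoff, the mean activation of all test compounds plus 3 SD, cut at about 18% in these data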
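System: CHO-K1 cell line with stable human muscarinic M5 receptor expression | Also added: EC20 acetylcholine as agonist stimulus | Compound: One concentration, 3 µM final (nominal) | Timing: Fluo-8 loading 80 min at 37 °C plus 30 min room temperature | Measured by: Fluo-8 calcium dye fluorescence, kinetic read | Read-out basis: % activation, ACh-normalized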
* hit, by the source's call; / = no result given.

(1) O=C(NCCc1cccs1)C1CC1
(2) Cc1ccc(S(=O)(=O)NCc2ccccc2)cc1
(3) CC(C)(C)c1csc(N/N=C/c2ccc(O)cc2)n1
(4) CCCCCCn1c(=O)c(F)cn(Cc2ccc(OC)c([N+](=O)[O-])c2)c1=O
(5) O=C(CCC(=O)c1cccs1)OCc1ccc([N+](=O)[O-])cc1
(6) C=CCNC(=O)C1CC(=O)N(c2ccc(OCc3ccccc3Cl)cc2)C1 (stereo unspecified)
(7) COc1ccccc1N1C(=O)CC(Sc2nc(C)cc(C)n2)C1=O (stereo unspecified)
(8) CCC(OC(=O)c1ccco1)C(=O)NCc1ccc2c(c1)OCO2 (stereo unspecified)
(9) Cc1ccc(S(=O)(=O)N2CCN(C(=O)Cc3ccc4c(c3)OCCO4)CC2)cc1C
(10) Cn1c(SCC(=O)NNC(=O)Cc2ccccc2)nnc1-c1ccccc1
Compound	1	2	3	4	5	6	7	8	9	10
CHRM5 agonist	2	-3	1	1	-4	6	4	-1	2	2
M4 antag	-2	4	2	0	6	-8	-12	-26	0	4
CRFBP-R2 block	-12	5	2	59*	33	-9	-2	-9	2	-2
M4 PAM	-7	-1	0	1	1	3	1	19*	-6	-4
IDE cell inh	7	-6	2	2	-2	0	0	-4	-4	1
M5 PAM	3	-2	1	-4	-2	10	3	-2	-2	-2
CRFR2-BP ag	4.0	-0.1	-0.9	-1.6	1.1	-1.6	1.1	-2.4	-2.9	-0.4
M4 ag	0	0	1	3	0	3	1	2	2	1
CHRM5 antagonist	5	-1	6	-1	3	-3	-7	3	-8	-2

(11) COc1ccc(-c2nc3ccc(C)cc3c(=O)o2)cc1OC
(12) COc1ccc(C2C(C#N)=C(N)N(N(C)C)C3=C2C(=O)CCC3)cc1 (stereo unspecified)
(13) COc1ccc(OCCC(=O)Nc2ccccc2)cc1
(14) CC(N=C1NS(=O)(=O)c2ccccc21)C(=O)NCc1ccc(F)cc1 (stereo unspecified)
(15) CN(c1ccc(OC(=O)c2ccc(-n3cncn3)c([N+](=O)[O-])c2)cc1)S(=O)(=O)c1ccccc1
(16) Cc1ccc(S(=O)(=O)N2CCN(C(=O)COC(=O)c3c(C)cc(C)cc3C)CC2)c(C)c1
(17) O=C(O)C1CCC(CNS(=O)(=O)c2ccc(Br)cc2)CC1 (stereo unspecified)
(18) COCC1CCN(Cc2nc(-c3cccs3)no2)C1 (stereo unspecified)
(19) CN1CCN(Cn2cc(/C=C/C(=O)c3ccccc3)c3ccccc32)CC1
(20) CC(=O)Nc1ccc(NC(=O)C(C)Oc2ccc(Cl)cc2Cl)cc1 (stereo unspecified)
Compound	11	12	13	14	15	16	17	18	19	20
CHRM5 agonist	-5	-2	2	-4	7	1	-1	0	-1	-1
M4 antag	-4	9	1	4	-12	-5	-2	-4	-9	13
CRFBP-R2 block	14	11	-1	-1	-4	7	-3	-1	-28	-7
M4 PAM	1	-5	1	0	-4	-3	-3	11	-1	0
IDE cell inh	8	-1	-4	3	8	-1	-2	-1	6	-1
M5 PAM	5	-4	3	-8	-26	3	3	3	-10	3
CRFR2-BP ag	-1.4	0.7	-0.6	5.9	5.2	0.6	-2.9	-1.6	4.5	4.0
M4 ag	1	1	2	1	20	4	0	1	4	2
CHRM5 antagonist	15	0	7	14	4	-1	-6	-5	1	-4

Sorted by length of the SMILES (falling): 3 of the compounds above.
(16) Cc1ccc(S(=O)(=O)N2CCN(C(=O)COC(=O)c3c(C)cc(C)cc3C)CC2)c(C)c1
(20) CC(=O)Nc1ccc(NC(=O)C(C)Oc2ccc(Cl)cc2Cl)cc1 (stereo unspecified)
(18) COCC1CCN(Cc2nc(-c3cccs3)no2)C1 (stereo unspecified)
Compound	16	20	18
CHRM5 agonist	1	-1	0
M4 antag	-5	13	-4
CRFBP-R2 block	7	-7	-1
M4 PAM	-3	0	11
IDE cell inh	-1	-1	-1
M5 PAM	3	3	3
CRFR2-BP ag	0.6	4.0	-1.6
M4 ag	4	2	1
CHRM5 antagonist	-1	-4	-5

Carrying on.
(21) Cc1cccc(Nc2ccccc2C(=O)OCC(=O)N(C)C2CCS(=O)(=O)C2)c1C (stereo unspecified)
(22) Cc1cccn2c(=O)c3cc(C(=O)NCc4ccco4)c(=N)n(C(C)C)c3nc12
(23) CC(C)c1cc(-c2n[nH]c(=S)n2Cc2ccccc2)cs1
(24) COCCOCCn1c(CCCO)nc2ccccc21
(25) CCOc1ccc(CCN2C(=S)N([C@@H](Cc3ccc(O)cc3)CN3CCC[C@@H]3CN3C(=S)NC[C@@H]3CC(C)C)C[C@@H]2CC(C)C)cc1
(26) COc1cccc(/C=N\NS(=O)(=O)c2ccccc2)c1OC
(27) CN(Cc1ccc(C(F)(F)F)cc1)C(=O)C1CCC(=O)N(C2CC2)C1 (stereo unspecified)
(28) CN(CC(=O)NCc1cccs1)S(=O)(=O)c1cccc2cccnc12
(29) Cc1ccccc1NC(=O)C1c2ccccc2Oc2ccccc21
(30) O=C(NCc1ccc2c(c1)OCO2)c1ccc(N2CCCC2=O)cc1
Compound	21	22	23	24	25	26	27	28	29	30
CHRM5 agonist	1	-4	-4	1	0	-3	-3	5	-3	-5
M4 antag	-5	9	3	-3	-14	-2	-3	-3	-9	1
CRFBP-R2 block	3	-1	-5	-4	/	8	-3	9	8	18
M4 PAM	8	7	0	2	5	5	9	-1	6	6
IDE cell inh	1	5	-2	2	/	-8	/	5	6	1
M5 PAM	3	3	-4	0	-3	0	-7	-6	-7	10
CRFR2-BP ag	-0.2	9.6	-0.5	1.6	/	-0.2	1.1	-0.6	4.4	0.4
M4 ag	0	0	-2	0	0	1	2	2	3	1
CHRM5 antagonist	-4	0	10	-4	2	2	15	0	5	-3

(31) COc1cccc(OC)c1C(=O)Nc1ccccc1NC(=O)c1c(OC)cccc1OC
(32) Cc1ccc(CC2CC(=O)N(CCc3ccc4c(c3)OCO4)C2=O)cc1 (stereo unspecified)
(33) COc1ccc(C(=O)NC2CCN(C(=O)Nc3ccc(F)cc3)CC2)cc1
(34) Cc1ccc(NC(=O)CN2CCOCC2)c(Br)c1
(35) Nc1ccc2nc(-c3ccc(N)c(Cl)c3)[nH]c2c1
(36) OC1(c2ccccn2)COc2ccccc2O1 (stereo unspecified)
(37) COc1ccc(N2C(=O)c3ccccc3NC2c2ccc(OC)c(Cn3cc([N+](=O)[O-])cn3)c2)cc1 (stereo unspecified)
(38) CC(C)Cn1c(=O)oc2ccccc21
(39) O=C(Cc1cccc(NC(=O)C2CCCN(C(=O)C3CC3)C2)c1)Nc1ccc(C(=O)N2CCOCC2)cc1 (stereo unspecified)
(40) COC(=O)[C@@]1(Cc2ccc(OC)cc2)[C@H]2c3cc(C(=O)N4CCCC4)n(Cc4ccccn4)c3C[C@H]2CN1C(=O)c1ccccc1
Compound	31	32	33	34	35	36	37	38	39	40
CHRM5 agonist	-4	-4	-1	-8	-2	0	2	0	2	3
M4 antag	1	4	4	5	2	-19	1	-14	-5	-8
CRFBP-R2 block	-2	6	3	-8	-18	12	7	24	2	/
M4 PAM	3	3	-7	-3	9	8	-4	20*	2	6
IDE cell inh	-5	-5	1	3	7	12	1	3	/	/
M5 PAM	6	-1	1	1	-6	5	5	1	-1	-2
CRFR2-BP ag	-0.9	-1.6	-0.1	0.2	0.9	1.2	-1.0	5.4	0.3	/
M4 ag	0	1	0	-1	2	1	2	4	0	4
CHRM5 antagonist	-4	-2	10	19	8	0	-1	-7	7	-6

Full records from above:
COc1ccc(N2C(=O)c3ccccc3NC2c2ccc(OC)c(Cn3cc([N+](=O)[O-])cn3)c2)cc1 (stereo unspecified) as listed: CHRM5 agonist: 2; M4 antag: 1; CRFBP-R2 block: 7; M4 PAM: -4; IDE cell inh: 1; M5 PAM: 5; CRFR2-BP ag: -1.0; M4 ag: 2; CHRM5 antagonist: -1
COc1cccc(OC)c1C(=O)Nc1ccccc1NC(=O)c1c(OC)cccc1OC as listed: CHRM5 agonist: -4; M4 antag: 1; CRFBP-R2 block: -2; M4 PAM: 3; IDE cell inh: -5; M5 PAM: 6; CRFR2-BP ag: -0.9; M4 ag: 0; CHRM5 antagonist: -4
COc1ccc(C(=O)NC2CCN(C(=O)Nc3ccc(F)cc3)CC2)cc1 as listed: CHRM5 agonist: -1; M4 antag: 4; CRFBP-R2 block: 3; M4 PAM: -7; IDE cell inh: 1; M5 PAM: 1; CRFR2-BP ag: -0.1; M4 ag: 0; CHRM5 antagonist: 10

(further entries)
(41) O=C(c1cc(F)c(F)c(F)c1F)N1CCN(C(=O)C2CCCO2)CC1 (stereo unspecified)
(42) O=C1CC(c2ccccc2)Oc2ccccc21 (stereo unspecified)
(43) CNc1c(NS(=O)(=O)c2ccc(OC)c(Cl)c2)c(=O)oc2ccccc12
(44) CN(C)CCN(C)Cc1ccccc1Sc1cccc2ccccc12
(45) CCCCc1ccc(/C=C2/C(=O)ON=C2c2ccccc2)s1
(46) Cc1n[nH]c(=O)c2c(NC(=O)CSc3nnc(-c4ccncc4)n3C)oc(C)c12
(47) Cc1ccc(OCC(=O)OC(C)CN2CCCCC2)cc1 (stereo unspecified)
(48) Cc1c(C(Nc2ccccn2)c2ccccc2)c(=O)n(-c2ccccc2)n1C (stereo unspecified)
(49) CCC1CC2(C)NC(=O)c3c(sc4c3CC(C)(C)OC4)N2C1=O (stereo unspecified)
(50) COc1ccc(CCNC(=O)CCCCCn2c(SCC(N)=O)nc3cc4c(cc3c2=O)OCO4)cc1OC
Compound	41	42	43	44	45	46	47	48	49	50
CHRM5 agonist	6	0	-1	-3	0	-1	2	0	-5	-2
M4 antag	-1	-10	4	4	-8	-2	7	6	1	3
CRFBP-R2 block	13	0	10	-30	16	-13	6	-11	-5	24
M4 PAM	11	2	-8	-17	27*	0	-2	6	-6	-1
IDE cell inh	-2	/	-6	4	-1	3	3	3	/	-2
M5 PAM	5	1	-9	-20	11	2	-1	-4	-1	5
CRFR2-BP ag	7.4	0.0	-1.0	0.1	0.7	0.2	-0.7	0.8	-2.3	-1.6
M4 ag	1	0	13	11	2	1	0	1	3	0
CHRM5 antagonist	6	-6	21	12	-10	-10	8	-7	6	7

(51) O=C1CCCN1CCCNc1nc2c(S(=O)(=O)c3ccc(Br)cc3)nnn2c2ccccc12
(52) CC(=O)c1ccc(Oc2cc(C)nc(NCc3ccccc3)n2)cc1
(53) CC(=O)c1cccc(NC(=O)c2ccc(C(=O)Nc3cccc(C(C)=O)c3)nc2)c1
(54) NC(=O)COc1ccc(/C=N\NC(=O)c2ccc(-c3ccccc3)cc2)cc1
Compound	51	52	53	54
CHRM5 agonist	-2	-5	7	-5
M4 antag	-3	10	-6	-3
CRFBP-R2 block	8	12	11	17
M4 PAM	6	7	4	15
IDE cell inh	1	8	3	1
M5 PAM	-1	-1	8	-2
CRFR2-BP ag	0.1	-2.4	0.7	-1.2
M4 ag	0	2	2	1
CHRM5 antagonist	4	14	-6	9
